CIT2 TOR yeast: modulators of CIT2-GFP expression in yeast, primary screen, S. cerevisiae, GFP fusion, multiplex flow cytometry, MLPCN library | 320,000 compounds, 0.065% hits | AID 2029, 2009 | GFP response vs DMSO, % at 10 µM | S. cerevisiae CIT2-GFP strain, 3 h; 100 means same as DMSO wells;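 active = GFP response relative to DMSO above a set limit, near the screen mean plus 3 SD, cut at about 150% in these data; inconclusive = Fewer than 70 cells measured for a yeast strain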;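 also: ratio of well median GFP fluorescence to mean of DMSO wells on the plate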
Efflux pump mplx: inhibitors of Candida efflux pumps in yeast, primary screen, S. cerevisiae, Nile Red, multiplex; S. cerevisiae Candida pump triplex; inhibition, % at 10 µM; 330,000 compounds, 0.44% hits; AID 485275, 2010;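 active = plate passing quality check with inhibition over a set limit, or well fluorescence over plate mean plus 4 SD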;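 also: Nile Red retained in pooled yeast measured as flow cytometry median fluorescence; 0% = buffer negative control and 100% = Enniatin B positive control; higher means more Nile Red kept so more efflux inhibition; some compounds called inactive have numbers as strong as hits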
AHR activator: AHR activators, primary screen, cell-based, luminescence, luciferase reporter, human; AID 2796, 2010; 320,000 compounds, 2.5% hits; AHR-responsive luciferase reporter cells; activation, % at 5 µM; in the data active = activation above about 47%;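 also: 0% = vehicle wells and 100% = reference agonist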
MEP2 TOR yeast: modulators of MEP2-GFP levels in yeast, primary screen, S. cerevisiae, multiplex flow cytometry, MLPCN library | S. cerevisiae MEP2-GFP strain, 3 h; 100% = DMSO control level | GFP response vs DMSO, % at 10 µM | 330,000 compounds, 0.51% hits;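 active = GFP response versus DMSO above a set limit, roughly screen mean plus 3 SD, cut at about 180% in these data; inconclusive = fewer than 70 cells counted for a yeast strain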;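 also: median GFP fluorescence of the barcode-gated MEP2-GFP cells per well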
CR mimetic SO: reduction of superoxide in aged yeast, primary screen, HTS | S. cerevisiae aged cells, superoxide DHE fluorescence; stronger effect = lower value | superoxide response (% of plate mean), % at 10 µM | 330,000 compounds, 0.18% hits | AID 2690, 2010;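 active = superoxide response under a set limit, about three screen SD below normal, cut at about 65% in these data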;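 also: yeast aged for seven days with compound at 30 °C before DHE staining; 100% = average MFI of all compound-treated wells on the plate with controls excluded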
AGP1 TOR yeast: modulators of AGP1-GFP expression in yeast TOR pathway, primary screen, cell-based, multiplex flow cytometry, S. cerevisiae, MLPCN library | 3 h; GFP as percent of DMSO wells | GFP response vs DMSO, % at 10 µM | 320,000 compounds, 0.02% hits | AID 2066, 2009;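 active = GFP response relative to DMSO above a set limit, near screen average plus 3 SD, cut at about 150% in these data; inconclusive = fewer than 70 cells counted for the yeast strain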;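 also: median GFP channel fluorescence of the gated AGP1 strain per well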
LAP4 TOR yeast: modulators of LAP4-GFP expression in yeast, primary screen, S. cerevisiae, multiplex flow cytometry, MLPCN library; AID 2023, 2009; 320,000 compounds, 0.34% hits; 3 h; median GFP as percent of DMSO wells; GFP response vs DMSO, % at 10 µM;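 active = GFP response vs DMSO above a set limit, about the screen mean plus 3 SD, cut at about 150% in these data; inconclusive = under 70 cell events counted for the yeast strain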
RPL19A TOR yeast: RPL19A-GFP expression modulators in yeast, primary screen, cell-based, S. cerevisiae, multiplex flow cytometry, MLPCN; S. cerevisiae RPL19A-GFP strain, 3 h; stronger effect = lower value; percent response vs DMSO, % at 10 µM; 330,000 compounds, 0.3% hits; AID 2025, 2009;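 active = percent response vs DMSO below 50%; inconclusive = fewer than 70 events counted for the yeast strain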;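 also: median channel GFP fluorescence of the barcoded RPL19A-GFP strain; ratio of sample median GFP to plate DMSO average so 100% = DMSO; lower means less RPL19A-GFP as with rapamycin TOR inhibition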
Starred values were filed as active, the others as inactive; ? = inconclusive; / = no result given; [ ] = another dose, or the depositor's remark. Not a hit list. About 3.9% of those tested had a hit in this group.

SMILES	CIT2 TOR yeast	Efflux pump mplx	AHR activator	MEP2 TOR yeast	CR mimetic SO	AGP1 TOR yeast	LAP4 TOR yeast	RPL19A TOR yeast
CCOc1ccc(C(=O)Cn2cnnc2C#N)cc1	95	0.0	0	93	96	92	89	96
O=C(NCc1cccnc1)C(=O)C1C(=O)Nc2ccccc21 (stereo not drawn)	106	-0.4	25	89	93	99	94	98
Cn1c(SCC(=O)NC2CCCCC2)nnc1-c1cccc(N)c1	100	0.1	0	98	97	104	94	95
O=C(O)Cc1coc(-c2ccc(F)cc2)n1	88	0.1	-2	101	105	95	/	96
CCN1C(=O)[C@@H]2[C@@H](c3ccc(-c4ccc5c(c4)OCO5)c(OC)c3)N3CCC[C@@]3(C(=O)OC)[C@@H]2C1=O	109	0.0	3	92	111	91	130	103
CCCS(=O)(=O)c1c(S(=O)(=O)CCC)c2ccc(C(C)=O)cn2c1C(=O)OC	106	-0.2	-2	98	101	105	96	99
C=CCn1c(=O)c2ccccc2n2c(SCC(=O)O)nnc12	112	0.0	0	115	91	106	102	104
Cc1cccc(NC(=O)CCS(=O)(=O)c2cccc3nsnc23)c1C	103	0.0	9	104	98	107	104	102
O=c1[nH]c(C2CCCN(S(=O)(=O)c3ccccc3)C2)nc2c1nnn2Cc1cccc(Cl)c1 (stereo not drawn)	109	-0.2	-1	110	114	110	108	112
O=C(CN1CCN(C(c2ccccc2)c2ccccc2)CC1)N1CCN(c2ccccc2)CC1	/	0.2	0	109	90	/	/	105
COc1ccc(CCNC(=O)CN(c2cccc([N+](=O)[O-])c2)S(C)(=O)=O)cc1	99	-0.1	2	107	121	105	98	116
O=C(NCCCO)C(=O)NCc1ccccn1	108	0.0	0	99	103	106	102	96
COc1ccc(-c2nc(NC(=O)c3ccccc3)sc2-c2ccc([N+](=O)[O-])cc2)cc1	112	0.0	3	109	93	98	104	105
O=C(Nn1cnc2ccccc2c1=O)C1CCCCC1	103	0.1	0	110	102	106	100	93
CC1=CC2=NC(=O)/C(=C\c3cn(C)c4ccccc34)C(=N)N2O1	101	0.0	4	99	104	100	94	105
CCc1ccccc1Nc1ncnc2ccccc12	99	0.0	5	100	126	99	98	98
O=S(=O)(Cc1ccccc1)c1ccccc1-c1nnc(-c2ccccc2)o1	97	-0.1	12	116	97	100	101	99
O=C(Nc1cc([N+](=O)[O-])ccc1Cl)C1CC1	100	-0.1	20	97	105	97	90	100
O=C(Cc1ccccc1)NC(NC(=O)Cc1ccccc1)c1cccc([N+](=O)[O-])c1	102	0.0	2	101	96	98	95	103
Cc1ccc(NC(=O)COC(=O)C2CC2)cc1Cl	93	-0.1	0	100	91	100	115	97
Cc1cccc(N2CC(C(=O)Nc3nnc(SCC(=O)Nc4nccs4)s3)CC2=O)c1 (stereo not drawn)	105	0.4	0	103	95	94	90	103
COc1ccc(NC(=O)CSC2=NC(=O)CC(C)=N2)cc1	99	0.0	-1	101	120	97	97	97
COc1nc(-c2cccs2)cc(-c2ccc(C)cc2)c1C#N	98	0.4	4	105	108	99	106	100
COc1ccc(N(CC(=O)NCCC2=CCCCC2)S(=O)(=O)c2ccccc2)c(OC)c1	100	0.1	1	97	96	100	102	99
Cc1noc(C)c1CS(=O)(=O)c1ccc(Br)cc1	104	0.0	0	108	85	103	109	103
CC1CCCN(C(=O)COC(=O)c2cc(-c3cccs3)nn2-c2ccccc2)C1 (stereo not drawn)	107	0.0	3	104	116	109	113	100
CCCN(C(=O)COc1ccc(Cl)cc1Cl)c1c(N)n(Cc2ccccc2)c(=O)[nH]c1=O	93	0.0	2	97	102	99	110	97
Cc1cc(C)c2nc(NNC(=O)c3cc(=O)c4ccccc4o3)sc2c1	95	0.1	46	96	89	100	105	101
COc1ccc(S(=O)(=O)N(CC(=O)N/N=C/c2cccs2)c2ccc(C)cc2)cc1OC	97	0.1	15	91	113	99	94	/
OCC1CCCCN1CCNCc1cn[nH]c1-c1cccc2ccccc12 (stereo not drawn)	75	0.1	1	91	97	102	91	95
Cc1ccc(C(=O)C(C)Oc2cccc(NC(=O)c3ccco3)c2)cc1 (stereo not drawn)	90	0.0	11	103	97	102	105	97
Cc1ccccc1NC(=O)c1cccc(N2C(=O)C3C4CCC(C4)C3C2=O)c1 (stereo not drawn)	113	0.1	0	107	95	112	91	103
CN(Cc1ccco1)S(=O)(=O)c1ccc2c(c1)CCN2C(=O)CCC(=O)O	104	0.1	-3	96	97	100	94	103
CCCNC(=O)C(Cc1ccccc1)NC(=O)c1cccc([N+](=O)[O-])c1 (stereo not drawn)	110	-0.2	0	104	109	115	115	110
O=c1c2c(ncn2C2CCCC2)n(Cc2ccccc2)c(=O)n1CCOc1ccc(Br)cc1	98	-0.3	-2	102	93	96	86	101
COCc1cc(C)nc(SCc2ccccc2Cl)c1C#N	97	0.2	1	105	107	91	84	105
COc1cc(OC)cc(C(=O)NNC(=O)CNC(=O)c2ccc(Br)o2)c1	97	-0.1	4	102	98	110	109	99
COc1cc(S(=O)(=O)n2c(C)nc3ccccc32)ccc1F	115	-0.3	4	113	89	110	105	103
CC(C)n1c(SCC(=O)Nc2ccccc2)nc2c1c(=O)n(C)c(=O)n2C	98	0.0	4	97	102	100	103	97
CCOC(=O)c1c(C)[nH]c(C)c1C(=O)COC(=O)c1ccc([N+](=O)[O-])s1	101	0.5	2	100	154	101	99	105
O=C(/C=C/NNC(=O)c1ccc(Br)cc1)c1ccccc1	98	0.0	10	101	106	98	104	101
CN(CCc1ccccn1)C(=O)Nc1cc(Cl)cc(Cl)c1	93	0.0	3	98	85	98	108	100
CC(C)Oc1ccc(Nc2ncnc3ccccc23)cc1	104	0.1	41	99	100	85	88	96
Cc1ccc(S(=O)(=O)N(Cc2ccc(C(F)(F)F)cc2)C(=O)N2CCN(C)CC2)cc1	104	0.0	1	103	105	107	101	99
Cc1ccc(C(=O)c2cccc(N)c2)cc1C	99	0.0	-12	102	108	96	107	102
OCCNc1nc(Nc2ccc(Br)cc2)nc2ccccc12	110	0.1	6	100	109	109	105	98
O=S(=O)(NCc1ccc(F)cc1)c1cc(Br)ccc1Br	101	-0.1	-3	101	106	104	121	101
O=C(Nc1ccc2c(c1)OCO2)c1nn(-c2ccccc2)c(=O)c2ccccc12	106	-0.1	26	96	93	99	96	96
Cc1c(C(=O)N2CCOCC2)oc2ccccc12	106	0.1	1	117	105	100	112	109
N#C/C(=C\c1cccc2ccccc12)c1nn(-c2ccccc2)c(N)c1C#N	104	0.0	56*	107	107	103	99	93
CCC(Oc1ccccc1)C(=O)NCc1ccc(S(N)(=O)=O)cc1 (stereo not drawn)	102	0.0	-2	110	115	108	103	105
COc1ccc(NC(=O)CCCC2CCCCC2)c(OC)c1	86	-0.5	/	100	85	89	86	101
Cc1ccc(-n2ncc(-c3nn[nH]n3)c2N)cc1	93	0.0	1	96	97	101	109	96
O=C(/C=C/c1ccccc1)NC(=S)Nc1ccccc1	107	-0.1	2	110	98	99	97	107
Cc1ccc(-c2c[nH]c(=S)n2-c2ccccc2F)cc1	92	0.1	5	94	119	102	114	99
N#Cc1sc2nc3c(c(-c4cccnc4)c2c1N)CCC3	101	0.0	8	103	91	104	103	101
Cc1nnc(NC(=O)CCC(=O)NC2CCCCCCC2)s1	104	0.6	2	100	96	105	92	100
COc1ccc(C(=O)OCC(=O)Nc2ccc(Cl)c(C(F)(F)F)c2)c(OC)c1OC	115	-0.3	-2	108	90	112	113	113
CCn1cc([N+](=O)[O-])c(C(=O)Nc2nc(-c3ccc(C)c(C)c3)c(C)s2)n1	108	-0.2	0	108	87	104	103	101
CCOc1ccc(C(=O)CCC(=O)NNC(=O)c2ccncc2)cc1	94	0.1	2	92	107	102	116	97
(listing goes on)
SMILES	CIT2 TOR yeast	Efflux pump mplx	AHR activator	MEP2 TOR yeast	CR mimetic SO	AGP1 TOR yeast	LAP4 TOR yeast	RPL19A TOR yeast
CCCc1cc(=O)[nH]c(SCC(=O)N(C)C2CCS(=O)(=O)C2)n1 (stereo not drawn)	98	0.4	-2	101	96	96	96	103
CC1(C)Cc2c(ccc3ccccc23)C(NNC(=O)c2cccnc2)=N1	110	0.0	25	105	111	105	108	105
S=C(c1ccc(-c2ccccc2Cl)o1)N1CCCCC1	90	0.0	1	102	115	101	118	93
O=C(Nc1cccc2nsnc12)c1cccnc1	106	-0.2	26	102	91	99	98	104
COc1ccc(N2CCN(CCCNS(=O)(=O)c3c(C)noc3/C=C/N(C)C)CC2)cc1	92	0.1	1	99	105	93	106	92
S=C(Nc1ccc(Nc2ccccc2)cc1)Nc1ccccn1	/	0.1	-3	96	111	94	103	89
CCONC(=O)Nc1ccccc1[N+](=O)[O-]	101[may fluoresce red]	0.0	-3	96[may fluoresce red]	102	?	106[may fluoresce red]	?
CCN(c1cc(C)cc(C)c1)S(=O)(=O)c1nnc(NC(=O)C(C)C)s1	97	0.0	/	106	101	92	86	106
CC(C)CC(=O)Nc1c2c(nn1-c1ccc(F)cc1)CS(=O)C2 (stereo not drawn)	100	0.0	2	103	87	99	96	98
CCOc1ccc(S(=O)(=O)n2cc(-c3ccc(F)cc3)c(N)n2)cc1	107	-0.1	26	105	79	102	103	100
CC(=O)c1cccc(NC(=O)COC(=O)C2CCCN2C(=O)c2cccs2)c1 (stereo not drawn)	103	0.0	-1	101	79	104	95	101
COc1cccc(Nc2nnc(SCC(=O)N(CC(C)C)CC(C)C)s2)c1	95	0.1	12	100	105	97	99	98
Cc1ccc(Nc2nc(N3CCOCC3)nc(N3CCOCC3)n2)cc1	90	0.2	-3	91	93	93	92	92
Clc1ccc2c(NCc3ccco3)ncnc2c1	106	0.0	21	105	100	106	110	103
CCOC(=O)CC(=O)COc1nc2cc3c(nc2o1)CCCC3	98	-0.3	0	101	105	96	101	108
Nn1nnc2ccccc21	86	0.0	-2	98	99	88	122	98
Cc1ccc(C)c(NC(=S)NNC(=O)c2csc(C)c2)c1	105	-0.1	3	104	91	102	96	107
COc1cc(C)nc(NC(=S)N(C)C(=O)c2ccccc2)n1	91	0.1	9	96	91	87	111	91
Cn1cccc1-c1cc(C(=O)N/N=C/c2cccc(O)c2)[nH]n1	101	0.1	5	94	96	108	105	98
Cc1ccc(-c2cn3cccnc3n2)cc1NC(=O)c1c(-c2ccccc2Cl)noc1C	105	-0.1	48*	107	103	100	102	101
COc1ccc(CNC(=O)C2CCN(S(=O)(=O)N3CCCCC3)CC2)c(OC)c1	98	0.0	-1	99	111	90	86	94
CC(C)Nc1nc(Oc2cccc(Cl)c2Cl)cc(C(F)(F)F)n1	89	-0.1	-4	120	76	109	111	99

Printed as active in AHR activator, among the entries above:
Compound,CIT2 TOR yeast,Efflux pump mplx,AHR activator,MEP2 TOR yeast,AGP1 TOR yeast,LAP4 TOR yeast,RPL19A TOR yeast
N#C/C(=C\c1cccc2ccccc12)c1nn(-c2ccccc2)c(N)c1C#N,104,0.0,56*,107,103,99,93
Cc1ccc(-c2cn3cccnc3n2)cc1NC(=O)c1c(-c2ccccc2Cl)noc1C,105,-0.1,48*,107,100,102,101
